Autophagy mod: modulators of autophagy; MEF GFP-LC3 puncta imaging; test concentration mostly 10 µM; calls only at 10 µM (by protocol); 190,000 tested, 0.98% active; AID 463193;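 active = percentage of spot-positive cells more than 3 SD above its plate mean, without a fluorescence outlier flag or 80% toxicity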;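 note: spot-positive cell cutoff set from DMSO-treated cells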
TNAP activation fold: human TNAP enzyme activators, primary screen, biochemical, luminescent, no phosphate acceptor, uHTS (AID 1001); purified TNAP, luminescent activation assay, no phosphate acceptor; higher activation fold means a stronger effect; activation fold at 20 µM; hits with a dose series show EC50 in µM; 200,000 tested, 0.03% active; in the data active = activation fold from about 3, or a potency from the dose series; inactive = the rest, 99 in 100 with activation fold below about 1.6; note: many of its hits are not listed in these tables
T cell HTS: T cell immune modulation candidate; 2C CD8+ T cell-vesicle binding, flow cytometry; active compounds read low; calls only at 7 µM; 330,000 tested, 0.068% active;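 active = response, share of CD8 T cells binding vesicles, and their 90th percentile fluorescence all below set limits, cut at about 80% in these data, passing the limit was not always enough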
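Assay system – 2C mouse CD8+ T cells · Also added – QL9-loaded Drosophila micro-vesicles · Timing – Cell–vesicle co-incubation 1.5 h at 37 °C, staining 20 min on ice · Signal – flow cytometry of vesicle-bound cells · Measure – percent CD8+ FL2 mean versus row control · Controls – Peptide-free naked vesicles (low) and QL9 vesicles with 0.7% DMSO vehicle (high)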
bCat nuc transl: alters nuclear translocation of beta-catenin in HeLa cells; immunofluorescence imaging; AID 1665; 190,000 tested, 0.3% active; nuclear translocation activity, % at 5 µM;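 active = nuclear translocation activity above 50% at 5 µM, with a well cell count of 50 or more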;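 note: per-cell ratio of nuclear to cytoplasmic median beta-catenin stain intensity; plate controls were DMSO negative control for no effect and GSK-3 inhibitor IX positive control for full effect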
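Technique: fluorescence imaging of beta-catenin antibody stain plus DAPI / Material: human HeLa cell line / Incubation: compound treatment 24 h, 37°C, 5% CO2 / Read-out basis: % activation of per-cell nuclear versus cytoplasmic median beta-catenin signal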
Hep lipid drop: modulators of hepatic lipid droplet formation; AML12 mouse hepatocytes, oleate lipid droplets, BODIPY imaging; inhibition, % at 6.5 µM; 240,000 tested, 0.4% active; AID 1656;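 active = lipid droplet intensity inhibited by at least 50%, with more than 500 cells counted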
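Assay system: AML12 mouse liver cells | Compound dosing: One dose, 6.5 µM compound | Read-out basis: Droplet intensity reduction, % inhibition | Measured by: Fluorescence imaging, 20x objective, two fields per well | Schedule: Overnight treatment with compound plus oleate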
PMI inhibition: human PMI inhibitors, high substrate, primary screen, biochemical, fluorescence intensity, high mannose 6-phosphate (AID 1220). recombinant PMI enzyme, coupled fluorescence intensity; higher % means a stronger effect. one-dose inhibition, % at 20 µM; IC50 in µM for titrated hits. 190,000 tested, 0.66% active
PMI inhibitors: MPI enzyme activity inhibition – biochemical, fluorescence intensity, coupled assay, primary screen (AID 1209). purified PMI enzyme, coupled fluorescence intensity; higher % means a stronger effect. inhibition, % at 20 µM; hits with a dose series show IC50 in µM. 190,000 tested, 0.42% active;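 note: plate controls were DMSO vehicle for no effect and wells lacking substrate for full effect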
Insulin prom up: MIN6 insulin promoter up-regulation; z-score at 5 µM; AID 1625; 190,000 tested, 0.3% active; MIN6 insulin promoter-GFP reporter, high-content imaging; active compounds read high;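 active = z-score above 3 at 5 µM with at least 500 cells counted in the well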
MT stabilizer: microtubule stabilizers in HeLa cells. 200,000 tested, 0.83% active. % tubulin-high responders, % at 10 µM. HeLa tubulin immunostaining HCS, 24 h; share of cells brighter than vehicle mean+2SD;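 active = plate Z-score above 3 for both tubulin-high and condensed-nucleus cell shares, with cell loss under 80%, at 10 µM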;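 note: anti alpha tubulin signal scored within the nucleus-defined area of each cell; some results filed as inactive read as strong as hits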
Insulin prom up cell count: also measured in Insulin prom up; calls as there; cell count; measured here: cytotoxicity, nuclei count;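 total cells summed across four imaged fields per well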
Hep lipid drop cells 6.5 µM: further read-out of Hep lipid drop, marked with its call; cell count; measured here: cell count, cytotoxicity flag;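 cells counted across two imaged fields per well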
bCat nuc transl cell count 5 µM: also measured in bCat nuc transl; calls as there; cell count; measured here: cell count, cytotoxicity flag
T cell HTS vesicle-bound %: recorded beside T cell HTS, whose call it bears; double positive events, %; measured here: CD8+ vesicle-bound cell fraction;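 binding gate set so that unloaded-vesicle control wells show 10% double positive cells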
MT stabilizer Hoechst-high %: also measured in MT stabilizer; calls as there; % Hoechst-high responders; measured here: nuclear condensation Hoechst responders;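 share of cells brighter than vehicle mean plus two SD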
MT stabilizer cytotoxicity %: also measured in MT stabilizer; calls as there; toxicity, %; measured here: cytotoxicity by cell density;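 0% = mean cell density of plate MIN control wells and 100% = no cells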
Autophagy mod cell loss 18 h: further read-out of Autophagy mod, marked with its call; toxicity, %; measured here: cell loss, nuclei count;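 cell loss after 18 h compound exposure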
Starred values were filed as active, the others as inactive; i = inactive; nt = not tested or not shown. Cut-off read from the data, not from the text of the source, unless noted: active = inhibition above about 50%; inactive = the rest.

item	Molecule	Autophagy mod	Autophagy mod cell loss 18 h	TNAP activation fold	T cell HTS	T cell HTS vesicle-bound %	bCat nuc transl	bCat nuc transl cell count 5 µM	Hep lipid drop
1	Cc1nn(C(C)C(=O)N2CCc3ccccc3C2)c(=O)c2cc3occc3n12 (stereo not given)	i	10	1.1	i	43	-4.9	1192	-28
2	COc1ccccc1NC(=O)c1cccnc1	i	0	1	i	51	1.9	1170	19
3	CC(C)CCNC(=O)CN(C(=O)CCC(=O)Nc1ccccn1)c1ccc2c(c1)OCO2	i	-6	1.1	i	54	nt	nt	-11
4	O=C(NCCN1CCOCC1)c1cn(-c2ccccc2)nc1-c1cccs1	i	-12	1.2	i	42	nt	nt	16
5	Cc1ccc(NC(=O)Cn2nnc(C(=O)NCc3cccs3)c2N)cc1	i	7	1.1	i	45	-2.6	1246	0
6	O=C(COc1cccc2c1CCN(Cc1ccc(Cl)cc1)C2=O)N1CCOCC1	i	43	1.1	i	8	-1.8	1091	14
7	O=C(COC(=O)Cc1ccc(S(=O)(=O)N2CCCCC2)s1)Nc1ccc2c(c1)OCO2	i	-10	1.2	i	59	-3.8	1067	nt
8	O=C1Nc2ncccc2OC1CCO (stereo not given)	i	13	1.1	i	33	-18	1245	9
9	CCCCOc1ccccc1C1C(C(N)=O)=C(C)Nc2nnnn21 (stereo not given)	i	0	1.1	i	15	-2.2	1104	-2
10	Cc1nnc2n(-c3ccccc3)c(=O)c3c4c(sc3n12)CCCC4	i	17	1.1	i	64	1.3	577	12
11	Cc1cccc(NC(=O)c2ccc([N+](=O)[O-])o2)c1	nt	nt	nt	i	26	6.0	1169	0
12	COc1ccc(C)cc1NC(=O)CCS(=O)(=O)c1cccc2nonc12	i	-14	1	i	56	nt	nt	9

item	Hep lipid drop cells 6.5 µM	PMI inhibition	PMI inhibitors	Insulin prom up	Insulin prom up cell count	MT stabilizer	MT stabilizer Hoechst-high %	MT stabilizer cytotoxicity %
1	766	-6%	-1%	-0.49	1276	5.3	2.9	1.0
2	781	-16%	-5%	0.42	1069	1.2	1.6	8.1
3	712	13%	15%	nt	nt	2.2	1.9	3.3
4	757	-7%	0%	nt	nt	3.2	0.6	5.4
5	751	2%	1%	0.07	1259	2.3	1.1	1.6
6	709	-2%	-4%	-0.46	1164	4.0	2.7	9.8
7	nt	6%	-4%	-0.09	1099	1.4	1.0	7.2
8	772	-3%	-5%	nt	nt	1.4	2.0	7.5
9	785	6%	7%	-0.4	1338	2.7	1.8	9.6
10	740	-9%	-6%	-0.35	1294	1.8	1.2	7.7
11	665	nt	nt	-0.61	807	nt	nt	nt
12	798	-1%	-4%	-0.61	1045	0.7	0.8	13

Continued:
item	Molecule	Autophagy mod	Autophagy mod cell loss 18 h	TNAP activation fold	T cell HTS	T cell HTS vesicle-bound %	bCat nuc transl	bCat nuc transl cell count 5 µM	Hep lipid drop
13	O=C(Nc1ccn(Cc2ccccc2F)n1)c1ccc(COc2ccc(Br)cc2)cc1	i	15	1.1	i	27	3.0	1184	nt
14	CCCCC(=O)NC1(C(F)(F)F)C(=O)Nc2c1c(=O)n(C)c(=O)n2C (stereo not given)	i	9	1.1	i	50	-2.4	1086	6
15	COc1cccc2cc(C(C)N(CCCN3CCOCC3)C(=S)Nc3cccc(C)c3)oc12 (stereo not given)	i	-18	1	i	24	0.1	1151	4
16	O=C(O)CC/C(=N/NC(=O)CNC(=O)C(c1ccccc1)c1ccccc1)c1ccccc1	nt	nt	nt	i	42	1.2	1119	7
17	COc1ccc2nc(SCc3cnc(C)nc3N)[nH]c2c1	i	-4	1.1	i	25	nt	nt	15
18	O=C(Nc1nc2ccc(SC(F)F)cc2s1)c1ccc(NS(=O)(=O)c2ccc(F)c(F)c2)cc1	i	-12	1	i	2	-0.8	987	-4
19	Cc1ccc(NC(=S)N2CCCCC2CO)cc1C (stereo not given)	i	9	1.1	i	34	0.4	1012	-14
20	Cc1ccc(Cn2cc(/C=C/C(=O)O)c(-c3ccccc3)n2)cc1	i	2	1.1	i	7	0.2	1392	nt
21	O=C(Nc1cnn(Cc2c(Cl)cccc2Cl)c1)c1ccc([N+](=O)[O-])cc1	i	16	1.1	i	43	0.9	1361	nt
22	Nc1ccc(NC(=O)c2ccc(C(=O)Nc3ccc(N)cc3)cc2)cc1	nt	nt	nt	i	50	0.1	1075	4
23	CC(O)Cc1nsc(NC(=O)c2cccs2)n1 (stereo not given)	i	1	1.1	i	42	nt	nt	nt
24	CN1CCN(C(=S)NC(=O)c2cccc(S(=O)(=O)N(C)C)c2)CC1	i	10	1.1	i	65	1.3	1132	-10

item	Hep lipid drop cells 6.5 µM	PMI inhibition	PMI inhibitors	Insulin prom up	Insulin prom up cell count	MT stabilizer	MT stabilizer Hoechst-high %	MT stabilizer cytotoxicity %
13	nt	6%	7%	0.31	1515	4.1	5.9	12
14	770	4%	9%	0.32	847	5.5	3.6	9.9
15	647	6%	5%	-0.39	1297	2.5	1.4	13
16	775	nt	nt	0.04	1202	nt	nt	nt
17	728	7%	14%	0.34	1186	2.5	1.5	5.7
18	612	5%	10%	-0.42	1196	1.8	1.3	1.0
19	584	8%	7%	0.08	1404	1.6	1.2	3.3
20	nt	5%	9%	0.31	1609	1.9	2.1	6.6
21	nt	0%	11%	-0.67	963	4.2	3.9	5.9
22	679	nt	nt	-0.6	1388	nt	nt	nt
23	nt	12%	2%	0.73	784	10	2.2	5.5
24	700	7%	11%	-0.1	1287	3.4	3.3	5.9

Reprinted from above, 7 compounds:
item	Molecule	Autophagy mod	Autophagy mod cell loss 18 h	TNAP activation fold	T cell HTS	T cell HTS vesicle-bound %	bCat nuc transl	bCat nuc transl cell count 5 µM	Hep lipid drop
13	O=C(Nc1ccn(Cc2ccccc2F)n1)c1ccc(COc2ccc(Br)cc2)cc1	i	15	1.1	i	27	3.0	1184	nt
14	CCCCC(=O)NC1(C(F)(F)F)C(=O)Nc2c1c(=O)n(C)c(=O)n2C (stereo not given)	i	9	1.1	i	50	-2.4	1086	6
15	COc1cccc2cc(C(C)N(CCCN3CCOCC3)C(=S)Nc3cccc(C)c3)oc12 (stereo not given)	i	-18	1	i	24	0.1	1151	4
16	O=C(O)CC/C(=N/NC(=O)CNC(=O)C(c1ccccc1)c1ccccc1)c1ccccc1	nt	nt	nt	i	42	1.2	1119	7
17	COc1ccc2nc(SCc3cnc(C)nc3N)[nH]c2c1	i	-4	1.1	i	25	nt	nt	15
18	O=C(Nc1nc2ccc(SC(F)F)cc2s1)c1ccc(NS(=O)(=O)c2ccc(F)c(F)c2)cc1	i	-12	1	i	2	-0.8	987	-4
19	Cc1ccc(NC(=S)N2CCCCC2CO)cc1C (stereo not given)	i	9	1.1	i	34	0.4	1012	-14

item	Hep lipid drop cells 6.5 µM	PMI inhibition	PMI inhibitors	Insulin prom up	Insulin prom up cell count	MT stabilizer	MT stabilizer Hoechst-high %	MT stabilizer cytotoxicity %
13	nt	6%	7%	0.31	1515	4.1	5.9	12
14	770	4%	9%	0.32	847	5.5	3.6	9.9
15	647	6%	5%	-0.39	1297	2.5	1.4	13
16	775	nt	nt	0.04	1202	nt	nt	nt
17	728	7%	14%	0.34	1186	2.5	1.5	5.7
18	612	5%	10%	-0.42	1196	1.8	1.3	1.0
19	584	8%	7%	0.08	1404	1.6	1.2	3.3

Further results.
item	Molecule	Autophagy mod	Autophagy mod cell loss 18 h	TNAP activation fold	T cell HTS	T cell HTS vesicle-bound %	bCat nuc transl	bCat nuc transl cell count 5 µM	Hep lipid drop
25	Nc1ncnc2c1ncn2[C@@H]1O[C@H](CO)C[C@@H]1O	nt	nt	1.1	i	28	-4.2	1130	5
26	CCCN1C(=O)C(O)(C2COC(C)(C)CC2=O)c2ccccc21 (stereo not given)	i	-11	1	i	28	0.8	846	-17
27	Cc1nc(=O)c(-c2ccccc2)c(C)n1-c1ccc(S(N)(=O)=O)cc1	i	25	1.1	i	33	0.9	964	13
28	CCCCNC(=O)CCNC(=O)c1ccc(C(C)(C)C)cc1	i	-4	0.8	i	12	nt	nt	13
29	Cc1cc(C(F)(F)F)nn1CC(=O)Nc1ccc(Br)c2cccnc12	i	1	1.1	i	10	-2.7	1279	-17
30	Cc1ccc(O)c(C(=O)c2cnc3c(c2)CN(C)C(=O)N3)c1	i	43	0.9	i	50	-0.3	1157	9
31	CSc1nc2c(ccc3ccccc32)o1	i	8	1	i	43	-1.8	1101	-4
32	CCCP(=O)(CCC)CCP(=O)(c1ccccc1)c1ccccc1	i	1	1.1	i	44	-2.7	1065	1
33	COc1ccc(C(=O)N(Cc2nc(-c3ccc(C)cc3)no2)C2CCCCC2)cc1OC	i	9	1.1	i	9	nt	nt	-12
34	C/C(=N\NC(=O)c1c(Cl)cnn1C)c1ccc(NC(=O)c2ccncc2)cc1	i	-12	0.9	i	50	-0.3	944	-1
35	O=C(c1ccc(S(=O)(=O)N2CCC(c3nc4ccccc4[nH]3)CC2)cc1)N1CCOCC1	i	18	1.2	i	43	-2.7	1053	nt
36	CCN(CC)C1CCS(=O)(=O)C1 (stereo not given)	i	13	1	i	2	0.1	1057	-8

item	Hep lipid drop cells 6.5 µM	PMI inhibition	PMI inhibitors	Insulin prom up	Insulin prom up cell count	MT stabilizer	MT stabilizer Hoechst-high %	MT stabilizer cytotoxicity %
25	696	-1%	3%	-0.44	1393	nt	nt	nt
26	676	-3%	-2%	-0.24	1574	2.8	1.8	7.0
27	815	-4%	-3%	-0.03	1139	3.9	2.4	8.2
28	790	-1%	-6%	1.2	892	1.6	0.8	7.1
29	715	0%	-10%	-0.09	1142	2.5	0.3	16
30	789	-5%	4%	0.96	799	6.9	2.6	0.8
31	720	17%	5%	nt	nt	2.3	0.1	6.1
32	611	7%	15%	0.18	1723	2.5	4.0	3.3
33	710	15%	18%	-2.7	1221	3.6	2.1	6.1
34	582	-7%	-7%	0.07	1201	1.6	4.2	8.4
35	nt	7%	21%	0.26	1232	4.6	2.6	17
36	701	-11%	37%	1.4	1057	2.8	2.0	13

Assay outcomes as filed in PubChem BioAssay.
